Assay outcomes: PubChem BioAssay, several laboratories
V1R ag counter = activates human V1a receptor in oxytocin agonist counter-screen | P37288 | CHO-V1R cells, Fluo-8 calcium fluorescence, agonist mode; 0% DMSO, 100% 3 nM vasopressin | activation, % at 3 µM | actives 0.25% (n = 320,000);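 active = activation above the mean activation of all tested compounds plus 3 SD, per screening run, cut at about 20% in these data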;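 note: signal is peak over basal fluorescence ratio across a 100 second FLIPR read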
NALP1 inh = inhibitors of NALP1 inflammasome in yeast; S. cerevisiae NALP1/ASC/caspase-1 growth, X-gal OD620, 72 h; inhibition, % at 10 µM; actives 0.61% (n = 280,000); in the data active = inhibition mostly above about 24%, no sharp cut-off; inactive = mostly below about 32%; note: some compounds called inactive have numbers as strong as hits
PHOSPHO1 block = inhibitors of human PHOSPHO1 phosphatase. Q8TCT1. recombinant PHOSPHO1, absorbance phosphatase assay. inhibition, % at 13.3 µM. actives 1.1% (n = 290,000). AID 1565; in the data active = inhibition above about 60%
Target sequence (Q8TCT1 whole entry, looked up): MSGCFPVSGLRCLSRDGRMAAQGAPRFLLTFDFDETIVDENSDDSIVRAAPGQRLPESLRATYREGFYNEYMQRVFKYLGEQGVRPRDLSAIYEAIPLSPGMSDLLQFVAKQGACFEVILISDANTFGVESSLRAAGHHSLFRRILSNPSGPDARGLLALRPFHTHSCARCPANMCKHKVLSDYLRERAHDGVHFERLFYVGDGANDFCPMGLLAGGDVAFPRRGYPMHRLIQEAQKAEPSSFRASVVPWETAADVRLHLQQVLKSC
GPR7 antag = blocks human GPR7 receptor signaling | P48145 | GPR7-expressing cells, fluorescence antagonist assay | inhibition, % at 4.4 µM | actives 1.1% (n = 290,000) | AID 1861; in the data active = inhibition above about 16%, passing the limit was not always enough;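 note: cells stimulated with the agonist NPW; 0% = agonist with vehicle and 100% = vehicle without agonist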
Target sequence (P48145 whole entry, looked up): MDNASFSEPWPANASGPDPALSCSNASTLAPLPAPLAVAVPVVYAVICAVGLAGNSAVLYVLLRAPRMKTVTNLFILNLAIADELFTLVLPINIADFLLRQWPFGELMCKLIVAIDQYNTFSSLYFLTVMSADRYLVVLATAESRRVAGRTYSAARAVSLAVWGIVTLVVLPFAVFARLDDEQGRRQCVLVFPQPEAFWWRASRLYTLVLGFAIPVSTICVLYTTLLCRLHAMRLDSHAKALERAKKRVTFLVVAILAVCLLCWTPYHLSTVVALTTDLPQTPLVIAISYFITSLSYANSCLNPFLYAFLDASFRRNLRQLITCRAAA
GalR3 antagonist = blocks the human galanin receptor 3. HEK293 GalR3-CNG cAMP membrane potential fluorescence; galR3 body fused to GalR1 C-terminus. inhibition, % at 3 µM. actives 0.44% (n = 360,000);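 active = inhibition above the screen-wide average plus 3 SD, cut at about 13% in these data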;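 note: forskolin and galanin both at EC90 stimulate the cells; cAMP rise reported by CNG channel membrane potential dye signal; 0% = forskolin plus galanin with DMSO and 100% = forskolin alone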
Target sequence (O60755 1-299 limits assumed): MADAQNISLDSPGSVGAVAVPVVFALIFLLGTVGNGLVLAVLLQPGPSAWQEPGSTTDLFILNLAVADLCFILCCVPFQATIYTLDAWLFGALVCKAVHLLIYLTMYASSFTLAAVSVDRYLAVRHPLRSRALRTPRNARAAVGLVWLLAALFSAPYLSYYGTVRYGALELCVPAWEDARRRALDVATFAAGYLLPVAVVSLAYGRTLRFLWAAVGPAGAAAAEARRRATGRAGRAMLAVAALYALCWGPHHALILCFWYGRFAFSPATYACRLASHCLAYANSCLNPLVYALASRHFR
MEKK3 PB1 HTS = MEKK3-MEK5 PB1 interaction, increase or decrease; Q99759; bead-based flow cytometry, Alexa488-MEK5 binding to MEKK3; actives lie on both sides; 0 = blocked by unlabeled MEK5, 100 = vehicle; binding response (% of control), % at 10 µM; actives 1.4% (n = 290,000); AID 1529;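 active = binding response more than 3 SD above or below the average of its plate-row segment, actives on both sides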;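 note: Alexa488 bead fluorescence after subtracting the streptavidin-only scavenger bead signal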
OXTR agonist = agonists of human oxytocin receptor; P30559; CHO-OTR cells, Fluo-8 calcium fluorescence; normalized: DMSO 0%, oxytocin 100%; activation, % at 3 µM; actives 0.32% (n = 320,000);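 active = activation above the mean of all tested compounds plus 3 SD, cutoff set per screening run, cut at about 20% in these data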;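 note: peak over basal fluorescence ratio from a 100 s FLIPR kinetic read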
MEKK2 mut-MEK5 = signal of MEK5 binding to mutant human MEKK2 PB1 domain; percent response, % at 10 µM; actives 0.35% (n = 290,000); AID 1530; bead flow cytometry, Alexa488-MEK5 binding to MEKK2 mutant; in the data active = percent response above about 24%, passing the limit was not always enough; note: inactives centre near 1; some results filed as inactive read as strong as hits; reference of the scale not given here
MEKK2wt PB1 HTS = raises or lowers MEK5 binding to wildtype human MEKK2 PB1 domain. Q9Y2U5. actives 1.1% (n = 290,000). bead flow cytometry, Alexa488-MEK5 binding to MEKK2 WT; actives lie on both sides. binding response (% of control), % at 10 µM. AID 1531; in the data active = binding response below about 67% or above about 130%
An asterisk follows results filed as active; . = no result given. Outcome played no part in choosing rows. Share with any hit: about 5.4%.

Values in the order: OXTR agonist	MEKK3 PB1 HTS	NALP1 inh	GalR3 antagonist	MEKK2wt PB1 HTS	GPR7 antag	MEKK2 mut-MEK5	PHOSPHO1 block	V1R ag counter
CC1CC2=C(NC(=S)NC2c2cccc(F)c2)/C(=C/c2cccc(F)c2)C1 (configuration not stated)
  .	107	21	-5	92	1	-7	-86	.
O=C(Nc1cc(-c2nc3ncccc3o2)ccc1Cl)c1cccs1
  -0.5	104	-6	-4	104	-9	9	33	0.9
O=C(Cn1cc(C(=O)C2CC2)c2ccccc21)NC1CCCC1
  -0.1	95	-9	-3	90	-9	-3	-2	-0.2
O=C(CSc1nnc(NC(=O)c2ccco2)s1)NCc1ccc2c(c1)OCO2
  0.2	95	-1	-6	96	-14	-1	20	2.5
OCCC1CN(Cc2cccn2-c2ccccn2)CCN1C1CCCCC1 (configuration not stated)
  1.1	102	8	-1	100	1	7	18	0.6
COc1ccc(NC(=O)C2CCCN(C(=O)Nc3ccc(OC)cc3)C2)cc1 (configuration not stated)
  -1.0	95	1	-6	97	24	-6	37	0.2
CCN(CC(=O)Nc1sc2c(c1C#N)CCC(C)C2)CC(=O)NC1CCS(=O)(=O)C1 (configuration not stated)
  0.2	102	0	-4	103	-8	4	-3	1.0
COC(=O)c1c(NC(=O)CN2CCN(C(=O)c3ccco3)CC2)c2c(C)cccc2n1C
  0.2	122*	-9	-1	120	-9	18	-56	-0.1
COc1ccccc1C(=O)Nc1cccc2cccnc12
  -2.7	119	28	-5	116	-2	7	9	-1.0
COCCc1nc2ccc(C(=O)NCc3cccc(-n4cccn4)c3)cc2o1
  5.5	102	-3	-9	102	-3	4	10	9.0
CCCOC(=O)CCn1c(=S)oc2ccccc21
  -1.8	100	24	-6	98	10	-2	-16	-0.1
Cc1ccc(NC(=S)NCc2ccccc2Cl)c(C)c1
  -1.5	105	15	-6	102	-10	0	-8	0.3
O=C1CN(C(=O)c2ccco2)C(c2ccccc2)c2cc(Cl)ccc2N1 (configuration not stated)
  0.2	101	-8	-3	99	-4	1	-10	1.3
CCCn1c(CN2CCN(C(=O)c3ccco3)CC2)nc2c1c(=O)n(C)c(=O)n2C
  -0.2	103	38	.	110	0	6	-6	0.5
CCOC(=O)c1c(C)n(-c2ccc(C)cc2)c2ccc(OCC(O)CNCC3CCCO3)cc12 (configuration not stated)
  20*	53	-12	.	124	-12	-7	-31	10
COc1ccc(-c2oc3ccc(N4CCOCC4)cc3c2C#CC2(O)CCCCC2)cc1
  -1.9	100	.	-6	99	.	-7	.	-0.1
COc1ccccc1OCCn1c(C(C)O)nc2ccccc21 (configuration not stated)
  0.6	96	5	-1	96	1	-2	-7	0.9
C/C(=N\O)C(=O)Nc1ccccc1
  -1.3	104	-8	-2	108	-13	6	10	1.2
COc1ccc(NC2=NC(=S)N(c3ccc(C)cc3)C23CCCCC3)cc1
  0.1	97	-1	2	96	-9	-2	48	0.4
CN(C(=O)c1ccc(-c2nn(C)c(=O)c3ccccc23)cc1)C1CCCCC1
  3.5	103	8	-8	97	-3	2	32	10

Entries of single compounds as entered above. Screens in order: OXTR agonist | MEKK3 PB1 HTS | NALP1 inh | GalR3 antagonist | MEKK2wt PB1 HTS | GPR7 antag | MEKK2 mut-MEK5 | PHOSPHO1 block | V1R ag counter
COc1ccc(-c2oc3ccc(N4CCOCC4)cc3c2C#CC2(O)CCCCC2)cc1 is listed as -1.9 | 100 | . | -6 | 99 | . | -7 | . | -0.1
COCCc1nc2ccc(C(=O)NCc3cccc(-n4cccn4)c3)cc2o1 is listed as 5.5 | 102 | -3 | -9 | 102 | -3 | 4 | 10 | 9.0
COc1ccc(NC(=O)C2CCCN(C(=O)Nc3ccc(OC)cc3)C2)cc1 (configuration not stated) is listed as -1.0 | 95 | 1 | -6 | 97 | 24 | -6 | 37 | 0.2
CCCn1c(CN2CCN(C(=O)c3ccco3)CC2)nc2c1c(=O)n(C)c(=O)n2C is listed as -0.2 | 103 | 38 | . | 110 | 0 | 6 | -6 | 0.5

(next part)
Values in the order: OXTR agonist	MEKK3 PB1 HTS	NALP1 inh	GalR3 antagonist	MEKK2wt PB1 HTS	GPR7 antag	MEKK2 mut-MEK5	PHOSPHO1 block	V1R ag counter
COc1cc2ncnc(NCc3ccc(Cl)cc3)c2cc1OC
  2.0	104	14	-2	104	-5	8	20	0.9
CCCCN(CC)CCNC(=O)CNC(=O)Cn1ccc2ccccc2c1=O
  1.3	116	-2	-2	107	-10	-1	16	0.2
COC(=O)c1ccc(N2CCN(C)CC2)c(NC(=O)COc2ccc(OC)cc2)c1
  -0.2	110	26	-5	107	-2	2	3	-0.7
COCCOc1cc2ncnc(N3CCC(C(=O)O)CC3)c2cc1OCCOC
  0.7	99	14	-3	99	-2	-4	11	-0.1
CCOC(=O)c1cc(C#N)c(N2CCCCC2)nc1-c1ccccc1
  -0.8	106	.	-3	104	-8	17	.	-0.2
Cc1ccc(N(CC(=O)NC2CCCC2)C(=O)c2nsc(Cl)c2Cl)cc1
  -2.1	98	5	-10	97	-12	-1	36	-1.1
Cc1ccc(NC(=O)Cn2nnc3ccccc3c2=O)cc1C
  0.3	103	6	-4	98	-13	-5	49	-0.2
Cc1ccc(C(=O)N/C(=C/c2ccco2)C(=O)NC2CCS(=O)(=O)C2)cc1 (configuration not stated)
  -0.1	98	-4	-1	101	-9	-5	38	-0.1
COC(=O)N/N=C(\C)c1cccs1
  -0.4	87	-9	4	93	-11	-16	12	-0.1
COCCn1c(Cc2ccccc2)nnc1SCC(=O)N1CCCCC1C (configuration not stated)
  -0.1	104	4	-3	106	3	0	16	-0.4
COc1ccc(C(=O)C2CCN(CC(=O)Nc3ccc(C)cc3)CC2)cc1
  2.6	101	14	-10	106	6	9	32	6.4
CCOC(=O)C1(Cc2ccc(Cl)cc2)CCN(C(=O)c2cc(C)nc(C)n2)CC1
  -0.2	103	4	0	102	-13	10	10	0.0
CCOC(=O)CNC=C(C(=O)OCC)C(=O)OCC
  0.0	106	39	-3	106	-3	0	18	0.7
O=C(NNC(=O)c1cc(-c2cccnc2)nc2ccccc12)Nc1ccc(Cl)cc1
  1.7	105	15	-4	100	-9	0	20	1.7
O=C1C=C(c2ccccc2)CC(/C=C/c2ccccc2)C1 (configuration not stated)
  -0.2	103	34	-6	103	3	3	1	-0.3
CCOC(=O)CN1C(=O)CSc2ccccc21
  -0.2	106	0	-8	106	2	7	15	1.5
O=C(CCS(=O)(=O)c1ccc(Br)s1)Nc1ccccc1Br
  0.5	97	-2	-5	93	-7	-3	27	0.6
C(#Cc1ccccc1)C[N+]1(CC#Cc2ccccc2)CCCC1
  -0.6	97	-1	1	96	-6	-1	-11	0.1
Cc1cc(C(=O)Cn2nc(C(=O)O)c3ccccc3c2=O)c(C)n1-c1ccccc1
  -2.2	109	32	-3	106	-4	5	-2	-0.3
O=C(O)c1ccc(NC(=O)C2C3CCC(O3)C2C(=O)O)cc1 (configuration not stated)
  1.1	107	11	-2	103	-5	1	41	0.1

(continued)
Values in the order: OXTR agonist	MEKK3 PB1 HTS	NALP1 inh	GalR3 antagonist	MEKK2wt PB1 HTS	GPR7 antag	MEKK2 mut-MEK5	PHOSPHO1 block	V1R ag counter
O=C(NNC(=S)Nc1ccccc1)c1cccnc1
  -0.2	101	3	-4	105	-9	7	.	-0.1
O=C(O)CCC(=O)Nc1ccc(Sc2ccc([N+](=O)[O-])cc2)cc1
  0.4	94	7	-2	91	1	-2	3	1.7
O=C(Nc1cccnc1Cl)C1=NN(c2ccccc2)C(=O)CC1
  0.0	101	24	-9	99	-1	-1	56	1.6
CC(=O)c1c(C)[nH]c(C(=O)NCC2CCCCC2)c1C
  3.1	101	9	-9	96	-10	-4	-19	2.8
O=C(NC1CCCC1)C1CCCN1C(=O)Nc1ccc(Cl)cc1 (configuration not stated)
  -0.5	101	-5	-3	104	-7	1	1	0.1
CCN(CC)S(=O)(=O)c1cccc(C(=O)NCCc2ccccc2)c1
  2.0	97	.	-5	95	-5	-1	.	3.0
CCOC(=O)C(CC)Sc1nnc2n1C(C)(C)Cc1ccccc1-2 (configuration not stated)
  -2.1	85	-7	-1	69	9	-7	28	-0.4
CC1CC1C(=O)NCCc1ccc(Cl)cc1 (configuration not stated)
  -0.2	98	8	-2	100	-7	3	22	0.2
COc1ccc(N2CCN(Cc3nc4scc(-c5cccs5)c4c(=O)[nH]3)CC2)cc1
  -0.1	96	-12	1	97	-9	-2	28	5.3
CC(=O)N1CCN(S(=O)(=O)c2cccc(C(=O)Nc3ccc4c(c3)OCO4)c2)CC1
  -1.9	97	9	-1	97	-4	-1	28	-0.7
Cn1c(=S)[nH]c2ccccc21
  -0.1	107	3	-1	103	0	5	74*	0.7
COc1ccc(CN2C(=O)C(O)(CC(=O)c3c(C)n[nH]c3C)c3ccccc32)cc1OC (configuration not stated)
  0.9	96	8	-3	93	-9	-5	-10	-0.6
CCn1c(=O)cc(SCC(=O)N2CCC(C)CC2)c2ccccc21
  -1.7	107	9	-5	110	12	5	3	0.2
CCC(C)(C)NC(=O)CN(CC1CCCO1)C(=O)CNS(=O)(=O)c1ccccc1 (configuration not stated)
  -0.1	95	-18	-9	96	-16	0	42	1.2
COc1ccc(O)c(/C=N/NC(=O)c2ccc(N3CCCC3=O)cc2)c1
  1.9	102	-12	-8	101	-1	3	32	2.1
S=C(Nc1ccc(Oc2ccccc2)cc1)NC1CCCCC1
  3.0	99	21	-2	100	6	1	4	4.4
Cc1ccc(N=Cc2c(O)n(C)c(=O)n(C)c2=O)nc1
  0.1	104	15	-2	102	-10	0	18	0.8
Cc1ccc(S(=O)(=O)N2CCN(C(=O)c3c(C)nn(-c4ccccc4)c3Cl)CC2)cc1
  -1.2	83	4	-11	79	-9	-9	17	1.1
COc1ccc(NC(=S)NCC(c2cccnc2)N2CCOCC2)cc1 (configuration not stated)
  0.2	101	12	-4	95	-4	-2	-1	0.3
COC(=O)CNC(=O)C12CC3CC(C1)CC(c1ccc(C)cc1)(C3)C2
  -0.5	95	24	-4	90	-5	-3	30	-0.6

(listing goes on)
Values in the order: OXTR agonist	MEKK3 PB1 HTS	NALP1 inh	GalR3 antagonist	MEKK2wt PB1 HTS	GPR7 antag	MEKK2 mut-MEK5	PHOSPHO1 block	V1R ag counter
COc1cccc(CNc2nc3nc4c(c(=O)n3[nH]2)CCC4)c1
  -0.3	95	0	-3	101	2	-3	9	-0.9
COc1ccc2ccccc2c1CNCc1ccc(C)cc1
  9.6	106	18	-15	122	9	4	29	1.9
CC(Sc1nnnn1C)C(=O)Nc1ccc(Oc2ccccc2)cc1 (configuration not stated)
  -0.3	107	6	0	106	10	2	-7	1.1
Cc1nc2sc(C(c3cccc(F)c3)N3CC(C)OC(C)C3)c(O)n2n1 (configuration not stated)
  -0.1	.	5	0	.	-7	.	15	0.1
COc1ccc(NC(=O)C2c3cc(OC)c(OC)cc3C(=O)N(C)C2c2cccnc2)cc1OC (configuration not stated)
  0.7	105	10	-2	113	-5	5	6	-0.3
Cc1ccc(N/N=C2\COC(C)(C)CC2=O)cc1
  1.1	97	29	7	96	-8	-2	9	3.0
Cc1nc(OCC(=O)c2ccc(Cl)cc2)c(C#N)c2c1COC(C)(C)C2
  -1.3	108	12	-3	100	6	1	18	-0.7
O=C(Nc1cnc2sccn2c1=O)c1ccc(Cl)cc1Cl
  1.5	97	21	-5	94	-9	-5	26	0.7
Cc1[nH]n(C)c(=O)c1[N+](=O)[O-]
  0.9	104	11	-5	101	-4	7	19	-0.1
COc1cccc(C2CCCN2Cc2nc(CCC(C)C)no2)c1 (configuration not stated)
  -2.7	87	2	1	110	-14	3	18	-0.4
Cc1cc(=O)[nH]c2c1c(C)nn2C1CCOC(C)(C)C1 (configuration not stated)
  -0.1	99	-2	2	100	-7	2	20	0.0
CCOC(=O)c1c(NC(=O)CSc2nnnn2C)sc(C)c1-c1ccc(C)cc1
  -1.0	99	-8	-6	94	-13	-3	11	0.3
